AmpC inh detg: qHTS Inhibitors of AmpC Beta-Lactamase (assay with detergent); P00811; AmpC hydrolysis of nitrocefin, absorbance 480 nm, 0.01% Triton; Potency, µM (highest dose often 114 µM), without a hit: at the top dose activity change, negative = inhibition, usual class: inhibitors; 370,000 compounds, 0.041% hits; AID 485294, 2010;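 note: potency is the fitted concentration of half-maximal effect; 0% = no-compound wells and -100% = no-enzyme wells; nearly all actives have a fitted effect of over 25% in size; some results filed as inactive show a strong effect at the top dose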
Target sequence (P00811 whole entry, looked up): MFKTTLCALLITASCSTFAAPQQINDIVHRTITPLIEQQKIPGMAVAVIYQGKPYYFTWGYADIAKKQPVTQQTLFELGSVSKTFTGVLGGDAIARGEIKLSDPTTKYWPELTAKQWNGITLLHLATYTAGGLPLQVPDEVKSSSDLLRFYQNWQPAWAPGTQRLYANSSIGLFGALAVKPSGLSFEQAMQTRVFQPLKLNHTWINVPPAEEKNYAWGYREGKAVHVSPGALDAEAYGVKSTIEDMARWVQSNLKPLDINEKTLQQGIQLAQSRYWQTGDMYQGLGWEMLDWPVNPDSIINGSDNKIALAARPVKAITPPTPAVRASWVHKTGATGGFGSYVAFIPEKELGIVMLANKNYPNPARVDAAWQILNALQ
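AmpC (5.3 nM in the dispensed reagent) in 20 mM phosphate pH 7.0 with 0.01% (detergent screen) or 0.0001% Triton X-100 was preincubated with compounds for 15 min at room temperature. Nitrocefin was then added from an 800 uM solution, and hydrolysis was followed at 480 nm.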
FBPA Giardia inh: qHTS Assay for Inhibitors of Fructose-1,6-bisphosphate Aldolase from Giardia Lamblia. purified Giardia FBPA. Potency, µM (titrated, usually from 59.6 µM), for the others: top-dose activity, negative = inhibition, hits mostly inhibitors. 290,000 compounds, 0.71% hits. AID 2451, 2010; note: potency is the fitted concentration of half-maximal effect; nearly all actives have a fitted effect of over 55% in size
Target sequence (A8B2U2 whole entry, looked up): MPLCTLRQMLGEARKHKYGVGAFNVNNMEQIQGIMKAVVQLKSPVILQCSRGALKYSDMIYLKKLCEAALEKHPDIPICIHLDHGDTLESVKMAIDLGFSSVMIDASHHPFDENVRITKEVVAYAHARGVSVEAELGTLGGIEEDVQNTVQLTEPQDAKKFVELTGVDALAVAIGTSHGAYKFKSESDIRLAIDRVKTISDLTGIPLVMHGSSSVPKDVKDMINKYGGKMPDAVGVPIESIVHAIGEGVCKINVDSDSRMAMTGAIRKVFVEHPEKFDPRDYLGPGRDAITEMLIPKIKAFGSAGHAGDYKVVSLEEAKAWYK
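Giardia FBPA (40 nM reagent) was preincubated 10 min at RT with compound (up to 57.5 uM final), then substrate plus GAPDH/TPI/NAD/arsenate coupling system with diaphorase/resazurin was added; resorufin fluorescence (525/598 nm) was read after 20 min.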
AMA1 RON2 block: qHTS for Inhibitors of AMA1-RON; Towards Development of Antimalarial Drug Lead: Primary Screen. Potency, µM (series often up to 58.2 µM), inactives show at the top dose activity change, negative = inhibition, hits mostly inhibitors. 360,000 compounds, 0.2% hits. AID 720542, 2013. AlphaScreen AMA1-biotinylated RON2 peptide binding;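 note: potency is the fitted concentration of half-maximal effect; 0% = vehicle wells and -100% = peptide control; nearly all actives have a fitted effect of over 45% in size; some results filed as inactive show a strong effect at the top dose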
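AMA1 (3D7) with his tag at 25 nM final met compounds first, then biotinylated RON2 peptide at 25 nM; detection used donor plus acceptor beads, 10 µg/mL apiece, read by AlphaScreen after 30 min at room temperature.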
Sm TGR block: qHTS Assay for the Inhibitors of Schistosoma Mansoni Peroxiredoxins; 360,000 compounds, 3% hits; purified TGR, DTNB reduction, TNB absorbance 405 nm; Potency, µM (top dose mostly 114 µM), without a hit: top-dose activity change, negative = inhibition, hits mostly inhibitors; Schistosoma mansoni thioredoxin glutathione reductase (TGR), Q962Y6; note: potency is the fitted concentration of half-maximal effect; nearly all actives have a fitted effect of over 60% in size
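First, TGR (20 nM dispensed) and NADPH were mixed with compound. Second, a 15 min room-temperature incubation followed. Third, further NADPH and then DTNB were added to start the reaction. Finally, TNB absorbance was monitored kinetically.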
HCMV inh: qHTS Assay for inhibitors of the human cytomegalovirus (HCMV) | HFF cells, HCMV-luciferase reporter, 72 h; stronger effect = lower value | 410,000 compounds, 4.5% hits | activity change, negative = inhibition, % at 57.5 µM; in the data active = activity change below about -60%; inconclusive = no clear call, values can overlap the other calls; inactive = above about -39%
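Compounds were evaluated in HFFs infected with an HCMV luciferase reporter virus (MOI 1 PFU/cell). Luciferase in lysates collected 72 h post infection served as the replication measure.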
HCV inhibitor: qHTS Assay for Inhibitors of Hepatitis C Virus (HCV); Huh7.5.1 HCVcc-Cre infection, luciferase reporter, 44 h; Potency, µM (series often up to 41.8 µM), without a hit: at the highest dose activity change, negative = inhibition, most hits filed as inhibitors; 340,000 compounds, 3.4% hits; AID 651820, 2012; note: potency is the fitted concentration of half-maximal effect
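A cell-based infection assay in which seeded cells (1,000 per well) receive test compound after 4 h, are inoculated with HCVcc-Cre at approximately 0.5 moi, and are incubated 44 h before luminescence detection.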
Starred values were filed as active, the others as inactive; ? = inconclusive; . = no result given; & = joins results of further samples; [ ] = dose if it differs, or a comment. Unless noted, calls come from the whole dose curve; as a rule, active = well fitted curve in the direction sought with a large enough effect; inconclusive = small, poorly fitted or top-dose-only effect, or another doubt; inactive = no such curve, though single readings can be large; an effect the other way counts as inactive or inconclusive. Unless noted, % is set by controls: 0 for no effect and ±100 for the full control effect.

Sample of the layout:
SMILES	AmpC inh detg	FBPA Giardia inh	AMA1 RON2 block	Sm TGR block	HCMV inh	HCV inhibitor
CC(C)c1cc(C(=O)NC2CCCCC2)no1	-0.3%	-4.2%	0.4%	-1.0%	80.8	-3.8%
COc1ccccc1/C=N/NC(=O)NC12CC3CC(CC(C3)C1)C2	-4.5%	-0.1%	-5.9%	10.5%	-19.8	?
CC(C)=CCN1CCN(Cc2nc(C(C)C)cs2)CC1CCO (stereo unspecified)	1.9%	1.4%	-7.1%	11.2%	?	-16.1%

Main list, from the first entry:
SMILES	AmpC inh detg	FBPA Giardia inh	AMA1 RON2 block	Sm TGR block	HCMV inh	HCV inhibitor
CC(C)c1cc(C(=O)NC2CCCCC2)no1	-0.3%	-4.2%	0.4%	-1.0%	80.8	-3.8%
COc1ccccc1/C=N/NC(=O)NC12CC3CC(CC(C3)C1)C2	-4.5%	-0.1%	-5.9%	10.5%	-19.8	?
CC(C)=CCN1CCN(Cc2nc(C(C)C)cs2)CC1CCO (stereo unspecified)	1.9%	1.4%	-7.1%	11.2%	?	-16.1%
CCOC(=O)N1CCC(N(CCN(C)C)C(=S)Nc2cccc(SC)c2)CC1	6.5%	-1.7%	-17.6%	2.5%	-27.6	-16.3%
CC(=O)c1cccc(NC(=O)c2cc3ccccn3n2)c1	?	-8.1%	-1.4%	0.5%	109.8	-8.4%
COc1cccc(-c2nnc(SCC(=O)N(C)c3ccccc3)o2)c1	22.6%	.	.	7.5%	24.4	.
C=CCN(CC=C)C(=O)c1ccc(OC2CCN(Cc3ccccn3)CC2)cc1	-4.3%	5.1%	28.1%	-20.4%	3.0	1.6%
Cc1ccc(NC(=O)CSc2ccc(-c3ccco3)nn2)cc1	5.0%	-3.9%	-7.4%	10µM*	9.3	?
CCOC(=O)C1=C(C)N=C2SC(C(=O)OC)=CC(=O)N2C1c1cccc(OC)c1 (stereo unspecified)	5.8%	-16.9%	-0.3%	?	41.1	10.1%
COCCNC(=O)CN1C(=O)CSc2ncccc21	?	-4.1%	-3.2%	3.3%	80.5	-6.3%
CC(NC=C1C(=O)OC(C)(C)OC1=O)C(=O)O (stereo unspecified)	-6.6%	-12.6%	85.8%[activator]	9.2%	66.0	14.2%
CN1CCN(c2ccccc2NC(=O)c2ccc(N3CCCC3)c([N+](=O)[O-])c2)CC1	-8.7%	-2.6%	-29.7%	1.0%	-17.8	?
CC(=O)N1CCN(C(=O)CCCNC(=O)c2ccc(Cl)cc2)CC1	.	.	25.3%	.	27.3	-0.9%
O=C(O)c1nn(CCOc2ccc(Cl)cc2Cl)c(=O)c2ccccc12	-11.5%	2.2%	-0.8%	-1.4%	-10.7	-11.7%
Cc1ccc(OCCOCCN2CCN(C)CC2)c(C(C)(C)C)c1	-3.1%	12.6µM*	?	-14.0%	-24.8	?
COc1ccccc1C(=O)Nc1ccccc1SCc1cc(=O)c2ccccc2[nH]1	10.1%	.	.	1.9%	-11.6	.
O=C(CSc1nncs1)NCCCc1ccccc1	?	13.8%	1.8%	3.6%	-23.9	5.4%
CCOc1ccccc1CN1CCN(CCCc2ccccc2)CC1CCO (stereo unspecified)	-14.7%	10.9%	0.0%	7.8%	-2.4	-2.7%
Cc1ccc(S(=O)(=O)N2CCC(NC(=O)c3cccc(C)c3)CC2)cc1	-4.1%	3.6%	1.9%	.	7.7	11.4%
Cc1ccccc1NS(=O)(=O)c1ccc(OCC(=O)NCC2CCCO2)cc1 (stereo unspecified)	-1.3%	.	?	0.5%	-19.4	.

Next section (3 carried over from the part before).
SMILES	AmpC inh detg	FBPA Giardia inh	AMA1 RON2 block	Sm TGR block	HCMV inh	HCV inhibitor
CCOc1ccccc1CN1CCN(CCCc2ccccc2)CC1CCO (stereo unspecified)	-14.7%	10.9%	0.0%	7.8%	-2.4	-2.7%
Cc1ccc(S(=O)(=O)N2CCC(NC(=O)c3cccc(C)c3)CC2)cc1	-4.1%	3.6%	1.9%	.	7.7	11.4%
Cc1ccccc1NS(=O)(=O)c1ccc(OCC(=O)NCC2CCCO2)cc1 (stereo unspecified)	-1.3%	.	?	0.5%	-19.4	.
O=c1cc(Nc2cccc(Br)c2)[nH]c(=O)[nH]1	-12.5%	-3.6%	5.5%	0.9%	-24.9	11.5%
CC(C)OCC(O)CSc1ccccn1 (stereo unspecified)	8.9%	-1.5%	2.3%	5.0%[11.4 µM]	-34.0	14.3%
Cc1ccc(NC(=O)CN(C)S(=O)(=O)c2ccc3c(c2)n(C)c(=O)c(=O)n3C)c(C)c1	?	6.1%	1.3%	-18.5%&0.7%	-2.4&-11.0	-2.7%
O=C1C2C3C=CC(C4CC34)C2C(=O)N1/N=C/c1ccc([N+](=O)[O-])s1 (stereo unspecified)	-2.3%	8.9%	-11.9%	1.7%	0.6	-4.0%
N#Cc1ccc(CSCC(=O)NN=C2CCCC2)cc1	?	-10.9%	13.0%	7.9%	-16.7	?
O=C(COC(=O)CSc1ccc(Cl)cc1)Nc1ccc2[nH]c(=O)[nH]c2c1	.	.	9.2%	.	-13.8	10.4%
Cc1ccccc1CN(c1ccc(C(=O)Nc2ccccc2C(=O)NCc2ccco2)cc1)S(C)(=O)=O	0.2%	31.2%	-8.0%	13.2%	?	?
O=C(N/N=C/c1cccc(Br)c1)c1ccc(Cn2cc(Br)cn2)o1	?	-13.6%	-10.3%	0.8%	-24.3	?
COc1ccc(NC(=O)Cn2ccn(-c3ccc(F)c(F)c3)c(=O)c2=O)cc1Cl	22.6%	.	.	-3.2%	46.4	.
Cc1ccc(C(=O)NCCCNC(=O)c2ccccn2)cc1	-10.3%	-10.4%	35.9%[activator]	-1.0%	17.8	8.5%
COc1ccc(C(=O)Nc2ccc(C(=O)OCc3cc(=O)n4nc(C5CC5)sc4n3)cc2)cc1	-2.1%	.	.	0.6%	10.6	.
Oc1ccccc1C1=NN(c2ccccc2)C(c2ccccc2)C1 (stereo unspecified)	0.9%	2.4%	94.0%[activator]	11.3%	3.3	?
O=C1C=C(O)C(n2cncn2)C(c2ccc(F)cc2)C1 (stereo unspecified)	2.8%	5.8%	11.8%	-0.3%	-36.7	11.1%
CCOC(=O)CNC(=O)CNC(=O)C(Cc1ccc(N(CCCl)CCCl)cc1)NC(C)=O (stereo unspecified)	0.8%	-1.8%	-20.6%	?	?	-11.6%
CN(C)S(=O)(=O)c1cccc(C(=O)Nc2ccccc2[N+](=O)[O-])c1	-6.9%	0.7%	?	-0.6%	93.8	-8.7%
Cc1ccc(S(=O)(=O)CCC(=O)OCC(=O)NCC(=O)Nc2c(C)cc(C)cc2C)cc1	-16.6%	.	-2.2%	0.0%	-10.4	21.4%
C/C(=N\Nc1c([N+](=O)[O-])c(C)nn1C)c1ccc(F)cc1F	-5.9%	0.9%	-28.1%	-13.5%	5.2	7.1%
O=C(CN(Cc1ccc(F)cc1)C(=O)CCC(=O)Nc1ccccn1)NCc1ccc(F)cc1	-11.7%	-10.4%	-1.8%	2.2%	11.9	-29.5%
COc1cc(C(=O)N=C2SC3CS(=O)(=O)CC3N2c2ccccc2)cc(OC)c1OC (stereo unspecified)	0.7%	4.5%	-5.1%	-0.3%	-11.8	13.6%
O=S1(=O)CCO[C@H]2Cc3ccccc3[C@H]2N1Cc1cccc(C(F)(F)F)c1	-9.8%	-6.6%	1.8%	-9.4%	26.4	7.9%
COc1ccc(N(C(=O)c2snc(C(N)=O)c2N)C(C(=O)NC2CCCC2)c2ccc(OC)c(OC)c2)cc1 (stereo unspecified)	?	6.4%	-9.6%	5.6%	-13.1	-29.4%
N#Cc1ccccc1Sc1ccccc1C(=O)Nc1ccc(Br)cc1	9.3%	7.0%	-3.4%	7.5%	-30.2	0.2%
CS(=O)(=O)N1CCN(C(=O)Cc2cccs2)CC1	-0.7%	1.8%	-9.3%	-20.9%	19.4	4.1%
Cc1ccc(N(C)C(=O)C2CCN(S(=O)(=O)c3ccc4c(c3)oc(=O)n4C)CC2)cc1	-9.5%	0.1%	-2.9%	1.6%	-19.3	14.0%
CCC1CN2CCc3cc(OC)c(OC)cc3C2CC1CC1NCCc2c1[nH]c1ccc(O)cc21 (stereo unspecified)	.	.	-9.1%	.	-98.9*	?
c1ccc2c(c1)-c1cccc3c1c-2cc1ccccc13	4.4%	.	.	-5.6%	.	3.7%
Cc1ccc(O)c(C(=O)c2cnc3c(c2)c(C)nn3C)c1	-2.8%	-2.5%	-7.1%	-14.3%	-17.4	-17.1%
CSc1nc(N)nc(C(C)C)n1	3.1%	8.3%	-4.1%	7.1%	50.9	1.8%
CC(=O)Nc1ccc(C(=O)Nc2cccc(S(=O)(=O)N(C)c3ccccc3)c2)cc1	-11.9%	.	2.1%	8.8%	0.0	?
COc1cc(C(=O)NC(C)c2cc(C)ccc2C)ccc1OCC(=O)N1CCOCC1 (stereo unspecified)	?	.	0.8%	-27.4%	-22.2	-4.8%
Cc1cccc(NC(=O)CN2C(=O)C(c3ccc(F)cc3)=NC23CCCCCC3)c1C	-6.5%	.	.	-14.3%	11.1	.
CCn1cc(C2C3=C(CC(C)(C)CC3=O)N(c3ccc(C)cc3)C3=C2C(=O)CC(C)(C)C3)c(C)n1	.	.	-16.9%	.	0.0	1.0%
CCOC(=O)Cc1csc(NS(=O)(=O)c2ccc(F)cc2)n1	6.2%	0.2%	-1.9%	6.1%	21.6	23.5%
Cc1cccc(OCCCCCN2CCOCC2)c1C	0.1%	-3.2%	-0.1%	7.7%	-24.5	11.2%
CCOC(=S)SCc1cn2ccccc2n1	?	?	-8.4%	-3.5%	-29.2	-1.7%
CC(=O)c1ccc(N2CCN(C(=O)c3cc(-c4cccnc4)nc4ccc(Br)cc34)CC2)cc1	-5.9%	-0.4%	-7.3%	.	-24.1	?
CCCCC(=O)NC(c1cccs1)c1cc(Cl)c2cccnc2c1O (stereo unspecified)	8.4%	1.6%	70.1%[activator]	0.0%	-99.5*	2.24µM*
CCOC(=O)c1c(C)sc(-c2c(-c3ccc(OC)c(F)c3)[nH]c3c2c(=O)[nH]c(=O)n3C)c1O	14.6%	.	.	5.2%	1.8	.
CC(C)C(=O)N1CCC2(CC1)Oc1ccc(F)cc1C(=O)C21CC(c2cccnc2)=NO1 (stereo unspecified)	2.4%	7.8%	.	-3.8%	.	.
COc1ccccc1NC(=O)/C=C/c1ccc(OC)c(S(=O)(=O)N2CCOCC2)c1	-11.4%	-1.5%	-9.0%	0.0%	-8.8	?
COc1cccc(C(=O)Nc2cccc(C(C)=O)c2)c1	-1.7%	-1.3%	34.7%[activator]	2.9%	29.0	-12.9%
O=C(Nc1ccc(OCC(=O)N2CCOCC2)cc1)c1cccc(Cl)c1	-0.6%	2.8%	22.2%	-7.9%	80.3	23.1%
N=C1C(c2ccccc2)=C(O)CN1c1cccc(S(=O)(=O)NCc2ccco2)c1	1.4%	6.6%	-3.6%	-6.6%	-29.9	-0.6%

Assay outcomes: PubChem BioAssay, National Center for Advancing Translational Sciences (NCATS)
